Bioassay records deposited in PubChem BioAssay by The Scripps Research Institute Molecular Screening Center.
FBW7 act: FBW7 E3 ligase activators, primary screen, biochemical, AlphaScreen, human | AlphaScreen FBW7–phospho-cyclin E peptide binding, activator screen | hit rate 0.13% among 650,000 | AID 1259310, 2017 | normalized activity (activation), % at 26.1 µM | F-box/WD repeat-containing protein 7 (Homo sapiens), Q969H0; in the data active means normalized activity above about 1.9%;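 further: purified mutant Fbw7 with reduced substrate affinity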
MITF primary: MITF inhibitors, primary screen, biochemical, AlphaScreen, human | AlphaScreen MITF homodimerization, bead proximity signal | inhibition, % at 2.6 µM | Microphthalmia-associated transcription factor (Homo sapiens), O75030 | hit rate 0.91% among 650,000 | AID 1259374, 2018; in the data active means inhibition above about 50%;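 further: 0% = vehicle wells with protein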
Target sequence (O75030 whole entry, looked up): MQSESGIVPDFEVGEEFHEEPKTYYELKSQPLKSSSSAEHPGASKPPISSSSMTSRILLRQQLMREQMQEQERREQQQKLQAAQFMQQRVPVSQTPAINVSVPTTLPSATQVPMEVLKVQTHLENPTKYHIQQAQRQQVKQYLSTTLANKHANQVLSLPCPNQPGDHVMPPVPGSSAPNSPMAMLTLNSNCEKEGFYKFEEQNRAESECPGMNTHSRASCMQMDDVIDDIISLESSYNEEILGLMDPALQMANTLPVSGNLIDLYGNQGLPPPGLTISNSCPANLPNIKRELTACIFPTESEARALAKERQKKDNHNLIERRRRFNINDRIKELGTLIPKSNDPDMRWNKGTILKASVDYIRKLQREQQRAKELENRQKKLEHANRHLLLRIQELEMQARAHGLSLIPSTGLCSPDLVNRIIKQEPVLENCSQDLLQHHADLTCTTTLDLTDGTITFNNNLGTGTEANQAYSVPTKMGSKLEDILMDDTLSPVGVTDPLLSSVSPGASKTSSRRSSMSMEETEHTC
GPR151 ag: activators of human GPR151, primary screen, cell-based, PathHunter beta-arrestin, luminescence; AID 1508602, 2020; G-protein coupled receptor 151 (Homo sapiens), Q8TDV0; hit rate 1% among 650,000; activation, % at 11.2 µM; PathHunter beta-arrestin GPR151 cells; in the data active means activation above about 4.9%;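 further: 0% = median of compound wells and 100% = cells with positive control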
Target sequence (Q8TDV0 whole entry, looked up): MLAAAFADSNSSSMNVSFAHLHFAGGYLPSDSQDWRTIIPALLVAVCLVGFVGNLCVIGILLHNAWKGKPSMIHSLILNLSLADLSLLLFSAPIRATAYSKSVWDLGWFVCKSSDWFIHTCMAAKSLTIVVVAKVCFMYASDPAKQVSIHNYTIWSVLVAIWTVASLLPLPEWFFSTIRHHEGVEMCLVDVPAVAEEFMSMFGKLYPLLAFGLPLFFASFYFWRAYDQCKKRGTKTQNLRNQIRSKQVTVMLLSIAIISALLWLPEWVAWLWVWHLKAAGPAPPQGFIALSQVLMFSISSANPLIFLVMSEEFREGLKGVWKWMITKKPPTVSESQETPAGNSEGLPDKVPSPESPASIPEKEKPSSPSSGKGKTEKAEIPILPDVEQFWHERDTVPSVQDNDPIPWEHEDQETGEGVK
TEAD-YAP inh: TEAD-YAP interaction inhibition, primary screen, TEAD-YAP interaction inhibitor project, luminescence, HEK-TIYL cells; hit rate 1.4% among 640,000; TEAD-Gal4/YAP UAS-luciferase luminescence; inhibition, % at 9.12 µM; AID 1259422, 2018; in the data active means inhibition above about 32%;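 further: 0% = median of test compound wells and 100% = reference inhibitor wells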
Starred values were filed as active, the others as inactive; nt = no result given.

Structure,TEAD-YAP inh,FBW7 act,GPR151 ag,MITF primary
Cc1ccc(NC(=O)COc2ccc(C)c(C)c2)c(Br)c1,-5,0.2,1.0,13
O=C(c1cnc2sccn2c1=O)N(Cc1ccccc1)Cc1ccccc1,-2,0.8,-0.2,3
CCNC(=O)CC1C(=O)N(c2ccc(F)cc2)C(=O)N1CCc1sccc1C (stereo not given),8,0.1,1.9,5
O=C(Cn1nnc2ccccc2c1=O)Nc1ccc(F)cc1,-4,0.0,1.0,0
O=C(CCS(=O)(=O)Cc1ccccc1)Nc1cc(C(F)(F)F)ccc1Cl,15,-0.2,0.5,7
COc1ccc(OCc2nn3c(-c4ccccc4)nnc3s2)cc1,1,0.0,1.4,-6
COc1ccc(CN2CCc3nnc(C(NS(C)(=O)=O)C(C)C)n3CC2)cc1C (stereo not given),12,0.1,3.1,8
O=c1[nH]c(=O)n(Cc2ccc(F)cc2)c(O)c1/C=C1\C=Nc2ccccc21,6,-0.7,1.7,11
CC1CCN(CCCN(Cc2cccs2)C(=S)Nc2ccc(Oc3ccccc3)cc2)CC1,11,0.7,-0.6,13
CC(C)N(CCNC(=O)c1csc(-c2ccc(N3CCN(C)CC3)cc2)n1)C(C)C,3,0.0,0.0,11
C=CCO[C@H]1[C@H](NC(=O)C2CC2)c2ccccc2C12CCN(C(=O)c1cccnc1)CC2,-3,-0.3,0.9,-14
O=C(CCCn1c2ccccc2c(=O)c2ccccc21)N1CCN(c2ccc([N+](=O)[O-])cc2)CC1,0,0.3,-1.3,0
COCCCNc1nc2c(c(=O)n(C)c(=O)n2C)n1Cc1ccc(F)cc1,1,-0.1,-0.4,13
O=C(O)c1ccccc1C(=O)N1CCN(S(=O)(=O)c2cccc(C(F)(F)F)c2)CC1,5,-0.1,0.4,4
COc1ccc(C(c2sc3nc(C)nn3c2O)N2CCOCC2)cc1 (stereo not given),-2,0.1,0.1,7
O=C(NCCc1ccco1)c1ncoc1-c1ccc(F)cc1,-7,0.5,-0.7,20
CN(CC(=O)O/N=C(\N)c1cccnc1)S(=O)(=O)c1cc(Cl)ccc1Cl,-17,0.1,0.0,-6
O=C(Nc1cc2c(ccc3ccccc32)oc1=O)c1ccccc1Cl,1,0.0,2.4,10
Cc1cccc(OCCC(=O)Nc2ccc(N3CCOCC3)cc2N2CCOCC2)c1,2,0.0,3.1,0
CC1CCCN(S(=O)(=O)Cc2ccccc2)C1 (stereo not given),-7,0.2,-0.2,1
COc1ccccc1C(=O)NCCNc1ccc(Nc2cccc(C)n2)nn1,-9,-0.2,-0.4,-13
COc1cccc(Nc2ncnc3c2cnn3-c2ccc(C)cc2)c1,-23,0.5,-0.4,8
COc1cc(N2CCOCC2)ccc1/C=C1\C(=O)NC(=O)N(c2ccc(F)cc2)C1=O,0,-0.1,0.2,-7
CCc1cccc(CC)c1N1C(=O)C(Cl)=C(OC)C1=O,5,1.1,-1.0,10
CCOC1C=CC(Oc2nc(N(C)C)nc(N(C)C)n2)=NN1 (stereo not given),1,0.1,0.9,11

Taken from above.
In GPR151 ag, `COc1ccc(CN2CCc3nnc(C(NS(C)(=O)=O)C(C)C)n3CC2)cc1C` (stereo not given) is entered as 3.1
In TEAD-YAP inh, `COc1ccc(C(c2sc3nc(C)nn3c2O)N2CCOCC2)cc1` (stereo not given) is entered as -2

Carrying on.
Structure,TEAD-YAP inh,FBW7 act,GPR151 ag,MITF primary
COc1ccc(C2=NN(CC(=O)NCCc3ccc(OC)c(OC)c3)C(=O)CC2)cc1,-5,0.1,-0.1,-8
C/C(CCC1CC(C)OC1=O)=N\NC(N)=S (stereo not given),12,0.0,-0.2,9
CN(C(=O)c1cccs1)C(Cc1ccccc1)C1CCN(C(=O)[C@@H]2CCC(=O)N2)CC1 (stereo not given in full),-11,0.1,-1.0,10
COc1cc2cc(C(=O)O)[nH]c2c(OC)c1OC,10,0.0,-0.3,4
CCC(C)c1ccccc1OCCN1CCNCC1 (stereo not given),-6,-0.1,-0.9,40
COc1ccc(NC(=O)C2=C(C)NC(=O)NC2c2ccccc2OC)c(OC)c1 (stereo not given),-1,-0.1,0.7,11
CC(=O)c1ccc(N2CCN(C(=S)Nc3ccc(S(N)(=O)=O)cc3)CC2)cc1,17,0.8,-0.3,23
Cc1cc(C)nc(NS(=O)(=O)c2ccc(NCc3ccccc3O)cc2)n1,-5,-0.4,0.7,-2
COC(=O)C(C)Oc1ccc2c(C)c(C)c(=O)oc2c1 (stereo not given),9,0.0,0.0,23
CCOc1ccc(S(=O)(=O)NCCC(=O)OCc2c(C)noc2C)cc1,-5,0.0,-1.2,-12
CSc1cccc(N2C(=O)CN(Cc3sccc3C)C2=S)c1,0,0.0,0.0,-2
CC(C)(C)c1ccc(/C=C(\C#N)C(=O)Nc2ccc(C(=O)O)cc2)cc1,3,0.8,-0.9,18
CCCCN(C)C(=O)c1nc2ccccn2c1CNCCc1ccc(F)cc1,-7,-0.1,0.8,6
CN(Cc1ccccc1)c1nc2c(c(=O)[nH]c(=O)n2C)n1Cc1cccc2ccccc12,-7,-0.1,-1.3,-2
CCC(C)C1N=C2c3ccccc3N=C(SCC(=O)c3ccc(O)c(O)c3)N2C1=O (stereo not given),0,-0.5,-0.2,61*
CCCCOc1ccc(C(=O)[C@H]2C(=O)N[C@@]3(C)C[C@@H]2c2cccc(OC)c2O3)cc1,3,0.5,-0.7,9
Cc1cccc(NC(=O)CC2SC(=O)N(CC(=O)c3ccccc3)C2=O)c1 (stereo not given),1,-0.2,1.0,0
Cc1ccc(NC(=O)C2C3C=CC4(O3)C2C(=O)N(Cc2ccccc2)C4C(=O)NC2CCCC(C)C2C)cc1Cl (stereo not given),2,0.0,-0.6,-3
N#CCSc1nc2ccsc2c(=O)n1CCCCCC(=O)NCCc1ccccc1,-1,0.1,-0.1,10
CCOc1ccc(NS(=O)(=O)c2cc(C)ccc2N)cc1Br,4,-0.2,-2.1,-1
CS(=O)(=O)c1ccc2nc(NC(=O)c3ccc(Cl)c([N+](=O)[O-])c3)sc2c1,-16,0.0,-0.4,-2
O=C(c1cccnc1SCc1ccccc1F)N1CCc2ccccc21,-7,0.0,0.6,6
COc1cc(CN2CCC(n3nccc3NC(=O)Cc3ccccc3)CC2)cc2c1OCO2,11,-0.1,0.4,-7
Cc1ccc(CN2CCN(Cc3nc(N(C)C)c4ccccc4n3)CC2=O)cc1,12,-0.1,0.2,-1
CN1CCN(CCOc2cccc(C(F)(F)F)c2)CC1,6,0.0,-0.5,5
CC1=NN(c2ccccc2)C(=O)C1C(c1ccccc1[N+](=O)[O-])C(C#N)C#N (stereo not given),16,-0.3,1.3,52*
C=CCn1c(=NC(=O)c2cccc(N3C(=O)CCC3=O)c2)sc2cc(Cl)ccc21,6,0.0,-2.0,17
COc1ccc2cc(C)c3nn(CC(=O)Nc4cccc(C)n4)c(=O)n3c2c1,-4,-0.1,-1.1,-8
Cn1cc(CCCC(=O)NCCCN2CCOCC2)c2ccccc21,0,-0.1,1.6,-3
Cc1cccc(NC(=O)C(F)C(F)(F)F)c1 (stereo not given),8,0.0,2.4,-11
CC(C)Oc1ccc(C(=O)Nc2ncc(S(=O)(=O)c3ccc([N+](=O)[O-])cc3)s2)cc1,18,-0.1,0.5,-6
COCCn1nnnc1CN1CCC(C)CC1,3,0.1,-0.4,14
O=C1O/C(=C/Br)CC[C@H]1c1cccc2ccccc12,nt,nt,3.4,-15
Nc1nc(NCc2ccccc2Cl)nn1-c1ccccc1,-24,0.4,0.2,12
FC(F)(F)c1ccccc1CN1CCC(N2CCCC2)CC1,0,0.0,1.2,57*
CCOC(=O)C(NCCc1ccc(OC)c(OC)c1)(NC(=O)c1ccc(OC)cc1)C(F)(F)F (stereo not given),1,0.1,0.0,-10
COCCn1c(SCc2ccc(C)cc2)nc2c1c(=O)[nH]c(=O)n2C,-8,0.0,0.1,13
CC1(C)CC(=O)C2=C(C1)OC(N)=C(C#N)C21C(=O)N(CC(N)=O)c2ccccc21 (stereo not given),-18,0.0,0.4,-11
O=C1CC(N2CCCC2)C(=O)N1c1ccc(Cl)c(Cl)c1 (stereo not given),4,-0.3,1.9,6
Cc1cc(C)c(C)c(S(=O)(=O)NC(Cc2ccccc2)C(=O)O)c1C (stereo not given),0,0.1,-1.8,4
CCN(CC)c1ccc2cc(C(=O)Nc3cc(C(F)(F)F)ccc3Cl)c(=O)oc2c1,3,0.0,0.2,6
COc1cc(C#N)ccc1OCC(=O)Nc1ccc(F)cc1,-50,0.3,-2.3,9
CCN(CC)CCSc1nc(O)c(Cc2ccccc2)c(=O)n1-c1ccccc1,6,-0.4,-2.0,-10
COc1ccc(/C=N/NC(=O)CC(=O)Nc2ccc(Cl)c(Cl)c2)cc1OC,-6,-0.1,0.0,-1
Cc1ccc(/C(O)=C2/C(=O)C(=O)N(CCCN3CCOCC3)C2c2ccccc2F)cc1 (stereo not given),-3,0.1,0.3,1
COc1ccccc1C1(O)CCN(C(=O)c2cccs2)CC1,-1,-0.1,0.3,-8
Cc1cc(OCC(=O)Nc2ccc(S(=O)(=O)Nc3ncccn3)cc2)ccc1Cl,3,0.8,0.0,14
CC(Sc1nnc(COc2ccc(F)cc2)o1)C(=O)O (stereo not given),1,-0.4,2.2,2
O=c1c2sccc2nc(SCc2csc3ccc(Cl)cc23)n1CCc1ccc(Cl)cc1,6,0.1,0.4,12
O=C(NCC1CCC2(CCN(C/C(Cl)=C/c3ccccc3)CC2)O1)c1ccco1 (stereo not given),-8,-0.1,0.6,14

Other records:
Structure,TEAD-YAP inh,FBW7 act,GPR151 ag,MITF primary
Cc1cc(OCC(=O)Nc2ccc(C(=O)OC3CCCCC3)cc2)ccc1Br,-7,0.0,1.0,-3
COc1ccccc1N1CCN(C(=O)CSc2nc(C)cc(=O)[nH]2)CC1,2,0.0,-0.8,-9
CC(C)(O)C#Cc1ccc(CN2CCCC(c3ccn[nH]3)C2)cc1 (stereo not given),-1,-0.1,0.9,-6
CCCC12CN3CCN(CC(C3)/C1=N\NC(=O)c1ccccc1Cl)C2,-10,-0.1,-1.3,4
CCn1cc(C(=O)NC2CCCCC2)c(=O)c2cc(S(=O)(=O)N(C)C)ccc21,-3,0.2,-0.7,14
COc1cccc(NC(=O)CN(c2cccc([N+](=O)[O-])c2)S(=O)(=O)c2ccccc2)c1,1,-0.1,-0.4,5
Cc1ccsc1/C=N/NC(=O)c1ccc(CN2CCOCC2)o1,-15,0.1,-0.3,-9
CC1CC(C)CN(S(=O)(=O)c2cccc(C(=O)OCc3ccc(C#N)cc3)c2)C1 (stereo not given),2,0.2,-0.9,30
CC1SC2(CCC(C(C)(C)C)CC2)N(c2ccc(Br)cc2)C1=O (stereo not given),1,0.0,-0.9,-10
Cc1cc(OCC(=O)O)ccc1Cl,3,-0.1,-0.3,-7
COc1ccc(Cl)cc1NC(=O)CN(c1cccc(Cl)c1)S(C)(=O)=O,11,0.1,6.8*,-9
CC1=Nc2cc(C)c(C)cc2NC(=O)C1,1,0.1,-0.5,-10
O=C(NCCCN1CCCC1=O)c1cnc(Nc2ccc(N3CCOCC3)cc2)s1,-1,0.3,0.2,18
CCOC(=O)N1CCC(N2C(=O)c3ccccc3C2Nc2c(C)cccc2C)CC1 (stereo not given),1,-0.2,0.0,-15
Cc1ccc(/C=C(\C#N)C(=O)Nc2cccc([N+](=O)[O-])c2)o1,-7,0.5,-0.9,17
Nc1ccn(-c2ccc(F)cc2)c(=O)c1,2,1.0,-0.9,4
CCOc1ccccc1C1NC(=O)NC(C)=C1C(=O)OCCSC (stereo not given),3,1.6,-1.0,12
COc1ccc2nc(NC(=O)CCNC(=O)Cn3ccc4ccccc4c3=O)sc2c1,-2,0.0,0.1,-11
CC1CN(CC(O)COCCOc2ccc(Br)cc2)CC(C)O1 (stereo not given),11,0.1,1.2,-2
CCOc1ccc(C(=O)NC(=S)Nc2ccc(NC(C)=O)cc2)cc1Br,2,0.0,0.3,-16
O=C(CSc1ccc(Br)cc1)N1CCCCC1,-58,0.2,-0.4,9
O=C(NCCN(Cc1ccco1)C1CCCC1)c1ccc2c(=O)n3c(nc2c1)CCCCC3,-6,0.6,-0.1,10
CCOC(=O)C(O)(O/N=C(/N)c1ccccc1)C(F)(F)F (stereo not given),4,0.1,-0.5,11

Three entries out of the list, ordered by SMILES length, smallest number first:
Structure,TEAD-YAP inh,FBW7 act,GPR151 ag,MITF primary
O=C(c1cnc2sccn2c1=O)N(Cc1ccccc1)Cc1ccccc1,-2,0.8,-0.2,3
COc1ccccc1N1CCN(C(=O)CSc2nc(C)cc(=O)[nH]2)CC1,2,0.0,-0.8,-9
O=C(CCS(=O)(=O)Cc1ccccc1)Nc1cc(C(F)(F)F)ccc1Cl,15,-0.2,0.5,7
